Bioassay records deposited in PubChem by several laboratories.
Vif inh: HIV Vif self-association inhibitors, primary screen, imaging, HEK293T, single point. HEK293T cells, Vif self-association by quenched fluorescence, 24 h. 340,000 tested, 0.35% active. inhibition, % at 7.49 µM. AID 602346, 2012; in the data active = inhibition above about 50%, passing the limit was not always enough; also: some results filed as inactive read as strong as hits
ABHD5-PLIN5 inh: ABHD5-PLIN5 interaction inhibitors, primary screen, cell lysate, split luciferase complementation, luminescence. inhibition, % at 4 µM. AID 602281, 2012. Perilipin-5 (Homo sapiens) + 1-acylglycerol-3-phosphate O-acyltransferase ABHD5 (Homo …. 360,000 tested, 0.78% active. Split G. princeps luciferase complementation, 4 h;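 active = inhibition above the mean inhibition across every tested compound plus 3 SD, cut at about 22% in these data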;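 also: 0% = DMSO only wells and the 100% control is not disclosed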
MC4R barr agon: MC4R agonists recruiting beta-arrestin, primary screen, cell-based, luminescence, agonist arm of biased-ligand search. Melanocortin receptor 4 (Homo sapiens), P32245. activation, % at 8.9 µM. U2OS MC4R beta-arrestin complementation; percent of melanotan II response, DMSO zero. 360,000 tested, 0.98% active;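 active = activation above a per-plate cutoff, the mean activation of sample wells on that plate plus 3 SD, cut at about 8% in these data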
aDG glyco up: activators of alpha-DG glycosylation, primary screen, uHTS, Pro5-aDG cells, AlphaScreen; AID 624168, 2012; alpha-DG glycosylation AlphaScreen (IIH6); 0% Pro5, 100% B10-LARGE cell signal; activation, % at 10 µM; 360,000 tested, 0.22% active;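 active = activation of at least 8% versus controls, or a plate z-score of at least 8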;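 also: Pro5 are CHO cells carrying HIG-tagged alpha-DG that lacks glycosylation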
ABCB6 inh 2: ABCB6 transporter inhibitors, primary screen, K562-ABCB6 cells, flow cytometry, MLPCN library | ATP-binding cassette sub-family B member 6 (Homo sapiens), Q9NP58 | K562-ABCB6 porphyrin accumulation, 1 h; hits give low values | fluorescence ratio to DMSO, % at 10 µM | 360,000 tested, 0.19% active | AID 602162, 2011;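 active = fluorescence ratio to DMSO below 75%, the collection mean minus 3 SD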;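 also: signal is porphyrin accumulated inside mitochondria; 100% equals median channel fluorescence of DMSO control wells; lower ratio means ABCB6 inhibition with less porphyrin fluorescence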
Exocytosis inh: LAMP-1 surface exposure blockers, TALL-104 cells – cell-based, flow cytometry, MLPCN library, primary screen. TALL-104 LAMP-1 surface exposure; cells stimulated with thapsigargin and PMA. inhibition, % at 10 µM. 360,000 tested, 0.66% active;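 active = inhibition above about 55%, limit read from the data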
NOD2 RIPK2 PPI: NOD2-RIPK2 binding disruptors in cells, primary screen, fluorescence, CHO cells, BLA complementation | Receptor-interacting serine/threonine-protein kinase 2 (Homo sapiens), O43353 | CCF4 ratio | inhibition, % at 4.98 µM | 360,000 tested, 0.38% active | AID 624267, 2012; in the data active = inhibition above about 21%;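 also: 0% = vehicle only and 100% = reference blocker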
TLR9-MyD88 block: inhibitors of TLR9-MyD88 association in cells, primary screen, cell-based, CHO, BLA complementation, fluorescence. AID 504734, 2011. inhibition, % at 4.98 µM. 340,000 tested, 0.21% active. CCF4 FRET ratio. Toll-like receptor 9 (Homo sapiens) + Myeloid differentiation primary response protein …;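 active = inhibition above the mean over all tested compounds plus 3 SD, cut at about 21% in these data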;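 also: 0% = DMSO only wells and 100% = clavulanate BLA inhibitor control wells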
N-glyco inh: increase of ERlucT glycosylation luciferase signal, primary screen, N-linked glycosylation inhibitor project, D54 ERlucT cells, luminescence, set 2 | D54 ERlucT glycosylation luciferase reporter, 24 h; percent of 100 nM tunicamycin response | reporter increase, % at 12.5 µM | 360,000 tested, 0.23% active;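 active = mean luciferase reporter signal, scaled so untreated is 0 and the glycosylation-blocking control 100, at or above a set limit in every replicate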;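 also: luciferase carries N-glycosylation sites so blocking glycosylation raises the light; 0% = median of neutral control wells and 100% = median of 100 nM tunicamycin wells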
MC4R antagonist: MC4R antagonists of cAMP signaling, primary screen, cell-based, TR-FRET, antagonist arm of biased-ligand search. Melanocortin receptor 4 (Homo sapiens), P32245. MC4R-expressing cells, MTII-stimulated cAMP, LANCE TR-FRET. inhibition, % at 6.5 µM. 360,000 tested, 0.48% active. AID 540295, 2011;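 active = inhibition above its plate's cutoff, the mean of tested wells on that plate plus 3 SD, cut at about 29% in these data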;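 also: 0% = Melanotan II alone and 100% = Melanotan II plus saturating MCL0020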
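System – human MC4R-expressing U2OS cells · Also added – Melanotan II · Dosing – one concentration, 6.5 µM nominal · Timing – 30-min compound, 1-h challenge, 1-h detection, room temperature · Measured by – Eu-cAMP/anti-cAMP TR-FRET, emission 671 nm · Replicates – singlicate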
* hit, by the source's call; x = no result given; & = joins results of further samples. Some of the compounds tested; the hit share may differ from the screen's.

SMILES | Vif inh | ABHD5-PLIN5 inh | MC4R barr agon | aDG glyco up | ABCB6 inh 2 | Exocytosis inh | NOD2 RIPK2 PPI | TLR9-MyD88 block | N-glyco inh | MC4R antagonist
CCC(CC)C(=O)NC1CCSC1=O (configuration not stated) | 14 | -4 | -2.5 | -0.1 | 98 | -1 | 4 | 2 | 0 | 2
C[C@@H]1CN([C@H](C)CO)C(=O)CCCn2cc(nn2)CO[C@H]1CN(C)C(=O)Oc1ccc2ccccc2c1 | x | 1 | -0.7 | 0.0 | 97 | 2 | -4 | -3 | -1 | -1
CCn1c(C(=O)N2CCC(C(=O)N3CCC4(CC3)OCCO4)CC2)cc2sccc21 | 6 | -2 | 0.7 | 0.1 | 100 | 1 | 8 | -7 | 3 | 2
COc1ccc(N=Cc2c(O)n(Cc3ccccc3)c(=S)[nH]c2=O)c(OC)c1 | 0 | 3 | 0.1 | -0.2 | 96 | -4 | 7 | -8 | 4 | 2
Cc1cc(OCC(=O)NCc2ccncc2)c2c3c(c(=O)oc2c1)CCC3 | -7 | 2 | -1.0 | 0.1 | 91 | 0 | -8 | 2 | 2 | 2
Cn1c(O)c(/C=N/N2CCOCC2)c(=O)n(C)c1=S | -2 | -12 | -2.1 | 0.2 | 86 | 3 | -4 | 0 | -1 | 0
O=C(Nc1ccncc1)c1cccn(Cc2ccccc2)c1=O | -20 | 6 | -3.5 | 3.0 | 92 | 0 | -5 | 4 | 3 | -5
CC12C=CC(=O)C=C1CC(O)C1C2CCC2(C)C1CCC2(C)O (configuration not stated) | 1 | -1 | -1.7 | -0.2 | 99 | -1 | 1 | -2 | -1 | 10
COC(=O)C1=C(c2cc3ccccc3o2)C[C@@H]2CC[C@H]1N2C | 21 | 0 | -1.4 | -0.2 | 102 | -2 | -3 | -8 | 0 | 4
CCC(C)n1c(O)c(C=NCCc2ccccc2)c(=O)[nH]c1=S (configuration not stated) | 0 | 7 | -0.8 | 0.6 | 98 | 3 | -6 | 1 | 1 | 2
Cc1cc(C=C(C#N)C#N)ccc1N1CCCC1 | 1 | 12 | -4.5 | -0.2 | 99 | 0 | 5 | 0 | 1 | -9
CC(C)C(=O)Nc1ccc(N2CCN(C)CC2)c(F)c1 | 0 | 4 | 1.3 | -0.5 | 92 | -2 | -3 | 0 | 0 | -2
CCOc1ccc(-n2c(O)c(C=Nc3ccc(NC(C)=O)cc3)c(=O)[nH]c2=O)cc1 | -8 | -4 | -0.4 | 1.3 | 102 | -7 | 0 | -2 | 0 | 4
OC1(CN2CCOCC2)C2CC3CC(C2)CC1C3 (configuration not stated) | x | -4 | -1.0 | -0.2 | 87 | 0 | -5 | -7 | -2 | 4
COc1ccc(C(=O)CC2C(=O)N(C)C(=O)N(C)C2=O)cc1 | 16 | 19 | 1.0 | -0.1 | 95 | -1 | -5 | -6 | 0 | -2
CSc1ccccc1C(=O)C1CCCN(Cc2ccncc2)C1 (configuration not stated) | 2 | 1 | -1.0 | -0.1 | 102 | 1 | -9 | 9 | -4 | 3
Cc1ccccc1-n1c(O)c(/C=N/N2CCOCC2)c(=O)[nH]c1=S | -1 | -15 | -1.3 | -0.3 | 100 | 2 | -8 | 6 | 2 | -6
CC(C)Cc1[nH]c(=O)c(C#N)c2c1CCC2 | 10 | 10 | 0.5 | -0.2 | 100 | -2 | 3 | 2 | 2 | -5
CCCCOC(=O)C1=C(N)OC2=C(C(=O)CCC2)[C@]12C(=O)N(C)c1ccccc12 | 3 | 7 | -1.3 | 0.1 | 99 | 3 | 2 | 5 | 2 | 2
COC(=O)C1=C(c2ccc(OC(F)(F)F)cc2)C[C@@H]2CC[C@H]1N2C(=O)N1CCOCC1 | 1 | 5 | -0.3 | 0.3 | 95 | -7 | -1 | -3 | 1 | 0
COc1cc(N2C(=O)CC(=O)NC2=O)cc(OC)c1OC | 5 | 14 | -0.5 | 0.1 | 99 | -13 | -4 | -3 | 2 | -4
COC(=O)C1=C(c2cccc(OCc3ccccc3)c2)C[C@@H]2CC[C@H]1N2C(=O)NCc1ccc(C(C)(C)C)cc1 | -16 | -14 | -1.8 | 0.3 | 97 | 5 | -11 | 5 | -9 | 10
CC(=O)N1CCC2(CC1)CC(=O)c1cc(OCC(=O)N3CCC4(CC3)OCCO4)ccc1O2 | -1 | 2 | -0.8 | -0.1 | 96 | -3 | -5 | 3 | -1 | 3
CCN(CC)C(=O)c1ccc(NC(=O)c2ccc3c(c2)NC(=O)CS3)cc1 | -2 | 10 | -1.7 | 0.4 | 98 | 20 | 2 | 1 | 0 | -4
Cc1cccc(-n2c(-c3ccccc3)nc3ccccc3c2=O)n1 | -13 | -3 | -1.5 | 0.2 | 97 | 1 | 6 | -1 | 5 | 2
C=CCn1c(O)c(C(C)=NCc2cccnc2)c(=O)[nH]c1=O | 4 | 2 | -0.3 | -0.3 | 102 | 0 | -3 | -3 | 3 | 2
Cc1cccnc1-n1c(-c2ccco2)nc2ccccc2c1=O | -8 | -3 | 0.2 | -0.2 | 102 | 4 | -5 | -3 | 0 | -4
CN1CCN(Cc2nc3ccccc3c(=O)[nH]2)CC1 | x | -1 | -1.6 | -0.3 | 98 | -1 | -15 | 3 | -1 | 0
O=C(C(=O)N1CCOCC1)c1cn(Cc2c(F)cccc2Cl)c2ccccc12 | 3 | -7 | 1.9 | -0.1 | 99 | 0 | -5 | -5 | 3 | 11
O=C(c1ccc(C(F)(F)F)cc1)C1CCCN(Cc2ccc(CO)o2)C1 (configuration not stated) | 1 | -3 | -1.4 | 0.1 | 96 | 2 | 3 | -6 | -2 | 18
Cc1ccc2c(c1)C1CN(C)CCC1N2C(=O)Nc1cccc(C(F)(F)F)c1 (configuration not stated) | x | 14 | -0.6 | 2.8 | 87 | 0 | 5 | -2 | 0 | 14
OC(COCc1ccc(Cl)cc1)CN1CC=C(c2ccccc2)CC1 (configuration not stated) | 26 | 1&9 | -0.8&0.1 | 0.0&0.3 | 97&90 | 2&6 | -4&4 | -8 | 2 | 5&4
COc1ccc(CNCCc2ccccc2F)c(OC)c1C | 0 | -1 | -0.8 | 0.2 | 92 | 25 | -5 | -7 | 2 | 9
C=CCOC(=O)C1C(C(=O)O)C2(Cl)C(Cl)=C(Cl)C1(Cl)C2(Cl)Cl (configuration not stated) | 4 | -11 | -1.0 | 0.0 | 108 | 1 | -11 | 4 | 0 | 7
NS(=O)(=O)c1ccc(N=Nc2c(O)[nH]c(=S)[nH]c2=O)cc1 | 14 | -4 | -2.6 | 0.2 | 97 | 1 | 1 | -4 | 0 | -24
O=P(O)(Oc1ccccc1)OC(c1ccccc1)C(F)(F)C(F)(F)F (configuration not stated) | -10 | 1 | -0.2 | 0.1 | 104 | -3 | -9 | -20 | 0 | 11
O=C(NC1(C(F)(F)F)Oc2ccc(Cl)cc2O1)N1CCC2(CC1)OCCO2 (configuration not stated) | 78* | 0 | 1.3 | 0.7 | 100 | -2 | 7 | -2 | -7 | 9
CSc1cccc(NP2(=O)OCC(C)([N+](=O)[O-])CO2)c1 (configuration not stated) | 6 | -5 | -0.9 | 0.0 | 106 | 0 | -9 | -11 | -2 | 5
Cn1cccc1/C=C1/C(=O)NC(=O)N(Cc2ccccc2)C1=O | 2 | -4 | -1.5 | -0.1 | 90 | -4 | 1 | 3 | 17 | -13
COc1ccc(Cn2c(O)c(/C=N/NC(=O)c3ccccc3O)c(=O)[nH]c2=O)cc1 | -1 | 3 | -3.6 | -0.7 | 105 | -4 | -7 | 4 | 1 | 20
COC(=O)C1=C(c2cccc(OC)c2OC)C[C@@H]2CC[C@H]1N2C(=O)NCc1ccc(F)cc1 | 4 | -10 | 0.7 | 0.5 | 97 | -1 | -12 | -10 | -1 | 2
C=CCn1c(O)c(C(C)=NCCCO)c(=O)[nH]c1=O | 4 | 0 | -2.4 | -0.5 | 101 | 0 | -3 | 0 | 3 | 6
CCCCn1c(=O)c(C(=O)NCc2ccccc2)c(O)c2ccccc21 | -5 | 5 | -1.3 | 0.0 | 98 | 0 | 5 | 8 | -2 | -3
CC(C)(C)C1(CCO)C(=O)NC(=S)NC1=O | 7 | 1 | -0.1 | -0.1 | 97 | 1 | -9 | -15 | 1 | 6
COC(=O)C1=C(c2ccc(OCc3ccccc3)cc2)C[C@@H]2CC[C@H]1N2C(=O)NCc1ccccc1OC | 0 | -1 | -1.3 | 1.6 | 100 | 6 | 0 | 0 | -5 | 17
CCCN(CCC)[C@@H]1CCc2cccc(O)c2C1 | -4 | 4 | -0.8 | 0.1 | 97 | -1 | -6 | 6 | 1 | 3
Oc1ccc(C[C@H]2NCCc3cc(O)c(O)cc32)cc1O | 27 | 8 | -0.7 | 0.2 | 96 | 2 | -6 | -4 | -3 | 13
Cc1ccc(C)c(OCc2cc(C(=O)N3C[C@H]4C[C@@H](C3)c3cccc(=O)n3C4)no2)c1 | -3 | 3 | -1.9 | 0.2 | 99 | 10 | -13 | -8 | 0 | 2
CN(C)C(Cc1ccccc1)C(=O)c1c[nH]c2ccccc12 (configuration not stated) | 7 | 0 | -0.9 | -0.1 | 98 | 23 | 5 | -5 | -2 | -5
Cc1nc2c(=O)n(C)c(=O)nc-2n(C)n1 | 9 | -47 | -0.4 | -0.3 | 109 | 10 | -10 | 4 | -19 | -16
Cc1cccc(NC(=O)OC2CN3CCC2CC3)c1 (configuration not stated) | 21 | -3 | -1.4 | -0.1 | 96 | 2 | 4 | -1 | -3 | 9
COc1ccc(C[C@@H]2c3cc(O)c(OC)cc3CCN2C)cc1O | 17 | 2 | -0.1 | 0.1 | 98 | -5 | -1 | -2 | 3 | 0
O=c1[nH]c(=S)n(-c2cccc(Cl)c2)c(O)c1C=NCCN1CCNCC1 | 8 | 5 | -0.7 | 0.0 | 96 | -5 | 0 | 2 | 1 | 8
COc1cc2c(cc1O)CC1c3c(cc(O)c(OC)c3-2)CCN1C (configuration not stated) | 4 | 2 | -1.8 | 0.0 | 105 | -2 | 12 | -23 | 8 | 7
CC(C)(C)c1cc(C=C(C#N)C#N)cc(C(C)(C)C)c1O | -3 | 3 | 1.1 | 0.8 | 95 | 13 | 3 | 3 | -13 | 9
